Screens: PubChem, several laboratories
EP2 modulator: modulates human prostaglandin E2 receptor EP2 signaling | P43116 | EP2-expressing cells, cAMP HTRF FRET, PGE2 co-stimulation | induction, % at 25 µM | 0.83% of 260,000 active | AID 940;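 active = compounds whose cAMP rise, as percent of the full-agonist control response, exceeds 60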;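 note: rat C6 glioma line stably carrying human EP2 under a CMV promoter; the protocol text gives 20 µM as final concentration; 100% = response of wells given 1 µM PGE2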
Target sequence (P43116 whole entry, looked up): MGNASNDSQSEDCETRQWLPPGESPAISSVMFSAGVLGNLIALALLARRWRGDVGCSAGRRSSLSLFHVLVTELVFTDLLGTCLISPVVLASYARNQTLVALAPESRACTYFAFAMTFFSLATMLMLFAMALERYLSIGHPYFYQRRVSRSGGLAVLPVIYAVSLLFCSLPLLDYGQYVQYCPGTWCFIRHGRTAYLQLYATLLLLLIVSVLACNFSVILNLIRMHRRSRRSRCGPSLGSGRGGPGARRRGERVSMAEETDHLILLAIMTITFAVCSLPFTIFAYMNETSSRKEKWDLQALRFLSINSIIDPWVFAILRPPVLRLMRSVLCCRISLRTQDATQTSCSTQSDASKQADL
TRPN1 ag: agonists of zebrafish TRPN1 channel; 0.18% of 220,000 active; activation, % at 3 µM; AID 1424; HEK293 zebrafish TRPN1-YFP, Fluo-8 calcium fluorescence; 100% = response to 87 µM carbachol;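 active = activation above its plate's cutoff, the mean activation of test wells on that plate plus 3 SD, cut at about 19% in these data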;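 note: 0% = DMSO alone and 100% = 87 µM carbachol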
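Material: zebrafish TRPN1-YFP in HEK293 cells; Doses: single test compound dose, 3 µM nominal, 0.3% DMSO; Timing: dye loading 1 h at 37 °C, then 30 min room temperature; Technique: intracellular calcium fluorescence with Fluo-8; Benchmarks: high carbachol 87 µM, low DMSO alone.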
S1P4 agonist: agonists of human S1P4 receptor; O95977; S1P4-expressing cell line, agonist reporter assay; activation, % at 4.98 µM; 0.35% of 220,000 active; AID 1509; in the data active = activation above about 11%;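 note: 0% = DMSO vehicle and 100% = reference agonist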
NPY2 pot ag: potentiators or agonists of human neuropeptide Y receptor Y2 | P49146 | cells expressing NPY-Y2, potentiator/agonist read-out | activation, % at 3.6 µM | 0.45% of 220,000 active; in the data active = activation above about 27%;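 note: cells stimulated with NPY near EC25 plus isoproterenol at EC100; 0% = vehicle plus submaximal agonist and 100% = vehicle plus saturating agonist; some results beyond the cut were filed as inactive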
CHOP inh: blocks CHOP induction under ER stress | CHO-K1 CHOP-promoter luciferase, tunicamycin-induced, 15-18 h | inhibition, % at 10 µM | 3.8% of 220,000 active;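 active = compounds that reduced the stress-induced luciferase reporter signal by more than about 70% of percent inhibition, limit read from the data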;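 note: 0% = tunicamycin plus vehicle and 100% = wells without tunicamycin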
NPY-Y1 antag: antagonists of human neuropeptide Y receptor Y1. 1% of 200,000 active. P25929. HEK293-CNG Y1 cells, membrane potential fluorescence; NPY at EC95, then isoproterenol. inhibition, % at 3.6 µM;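 active = inhibition above the campaign mean inhibition of all tested compounds plus 3 SD, cut at about 20% in these data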;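 note: 0% = DMSO wells given NPY plus isoproterenol and 100% = isoproterenol alone without NPY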
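Benchmarks – high control isoproterenol alone, low control NPY with isoproterenol · Material – HEK293 Y1/CNG channel cell line · Times – dye 3 h, compound 60 min room temperature, stimulation 45 min · Probe or stimulus – NPY (25 nM), isoproterenol (1 µM), Ro 20-1724 (25 µM) · Evaluation – % inhibition of NPY effect · Signal – fluorescence, membrane potential probe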
TRPML3 agonist: activates the human TRPML3 channel | activation, % at 3 µM | HEK293 TRPML3-YFP, Fluo-8 calcium fluorescence; 100% = the carbachol control signal | 0.29% of 220,000 active;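 active = activation above its plate's cutoff, the mean activation of the plate's test wells plus 3 SD, cut at about 12% in these data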;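 note: 0% = DMSO only wells and 100% = carbachol wells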
Target sequence (Q8TDD5 whole entry, looked up): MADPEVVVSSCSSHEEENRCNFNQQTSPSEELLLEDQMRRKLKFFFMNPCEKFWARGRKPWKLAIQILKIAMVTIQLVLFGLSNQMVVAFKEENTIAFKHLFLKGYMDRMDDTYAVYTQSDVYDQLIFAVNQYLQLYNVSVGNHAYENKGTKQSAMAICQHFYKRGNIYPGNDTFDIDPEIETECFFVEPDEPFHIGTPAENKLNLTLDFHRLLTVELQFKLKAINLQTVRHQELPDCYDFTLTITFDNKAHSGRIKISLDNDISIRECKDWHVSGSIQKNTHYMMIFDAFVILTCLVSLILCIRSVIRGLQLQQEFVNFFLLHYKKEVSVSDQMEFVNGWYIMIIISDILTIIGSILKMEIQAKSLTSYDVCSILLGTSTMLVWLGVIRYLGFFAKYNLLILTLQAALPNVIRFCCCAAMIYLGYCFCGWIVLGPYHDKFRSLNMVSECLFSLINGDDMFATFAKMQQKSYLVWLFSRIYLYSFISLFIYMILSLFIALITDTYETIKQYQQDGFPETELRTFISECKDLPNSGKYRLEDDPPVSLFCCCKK
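Material: TRPML3-YFP stable HEK293 cells | Dosing: One concentration, 3 µM nominal, 0.3% DMSO | Timing: 125 s total fluorescence read per well | Technique: Fluo-8 calcium dye fluorescence, ex 470-495, em 515-575 nm | Measure: Percent activation from peak-to-basal fluorescence ratio, scaled between DMSO and carbachol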
S1P4 antagonist: human S1P4 receptor antagonism; O95977; AID 1510; S1P4-expressing cells, antagonist mode, reporter read-out; inhibition, % at 4.98 µM; 0.26% of 220,000 active; in the data active = inhibition above about 29%;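 note: 0% = wells stimulated with agonist and 100% = vehicle wells without agonist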
NPY1 pot ag: human NPY-Y1 potentiation or agonism, primary screen; P25929; NPY-Y1 expressing cells, potentiator/agonist activation; activation, % at 3.6 µM; 0.37% of 220,000 active; AID 1304; in the data active = activation above about 33%, passing the limit was not always enough;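 note: cells stimulated with NPY at EC10 then isoproterenol at EC100; 0% = low agonist plus stimulus and 100% = saturating agonist plus stimulus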
* hit, by the source's call; nt = no result given; & = joins results of further samples.

SMILES	EP2 modulator	TRPN1 ag	S1P4 agonist	NPY2 pot ag	CHOP inh	NPY-Y1 antag	TRPML3 agonist	S1P4 antagonist	NPY1 pot ag
c1coc(-c2nnc(-c3ccc4c(c3)OCO4)o2)c1	29	0.9	2.3	-10	9	1	0.2	-5	-3
COc1ccc(C(=O)OCn2nnc3ccccc3c2=O)cc1	-13	-0.5	-0.1	-6	47	1	0.8	-9	-20
O=c1c2cc(N3CCOCC3)ccc2[nH]c(=S)n1Cc1cccc(Cl)c1	21	-0.7	0.7	-8	46	4	-0.7	-14	14
COCCNC(=S)N/N=C(\C)c1ccc(Cl)s1	-12	-2.8	0.5	-14	-21	nt	0.2	-15	6
O=C(CN1C(=O)/C(=C/c2ccccc2)SC1=S)NNC(=O)c1ccccc1O	-71	0.7	2.4	-5	10	5	0.8	-16	15
O=C(CSc1cccs1)Nc1ccc(Cl)cc1	-27	0.3	2.8	4	-28	nt	-0.1	-2	-18
NCCNc1ccc([N+](=O)[O-])c(Sc2nc3ccccc3[nH]2)c1	26	-0.8	0.3	4	18	9	0.9	-14	11
CC(C)(C)NC(=O)Cn1c(SCC(=O)NC2CCCCC2)nc2ccccc21	19&-4	-0.5	-3.1	7	-5	2	0.4	-16	-5
CC(C)C(=O)NC(=S)Nc1ccccc1C(=O)NC1CCCCC1	24	-0.5	58*	-1	-9	4	0.7	-9	9
COc1ccc(C(=O)Nc2sc(C(=O)N(C)C)c(C)c2C#N)cc1[N+](=O)[O-]	1	-0.2	1.0	-13	7	7	0.9	-11	-18
Cc1cc(NN)nc(NS(=O)(=O)c2ccc(Cl)cc2)n1	4&11	-0.8	1.3	-4	-5	-2	0.3	3	1
Cc1ccc(S(=O)(=O)NCCN2CCOCC2)cc1C	4	1.2	-1.7	-1	18	3	1.0	2	1
N=c1c(C(=O)NCc2ccco2)cc2c(=O)n3ccccc3nc2n1Cc1ccccc1	34	-2.2	6.1	2	-10	8	-1.3	-12	5
Cc1[nH]n(C2=NCCS2)c(=O)c1N=Nc1ccccc1	20	-0.2	2.6	11	15	-6	0.6	6	6
COc1ccc(N2CCN(C(=O)Cn3nnc(-c4cccs4)n3)CC2)cc1	11&-20	-0.3	-1.1	0	17	-3	0.6	-12	-5
COc1ccc(NC(=O)C(C)N(c2ccc(C)cc2)S(C)(=O)=O)c(OC)c1 (stereo not given)	1	-0.8	-0.2	10	28	0	-1.7	-11	-7
Cc1cc(N2CCCC2)ccc1/C=N/n1cnnc1	-13	-0.7	3.4	-13	0	-1	-0.3	3	-9
O=C(O)CN1C(=O)COc2cc(S(=O)(=O)N3CCCC3)ccc21	8	0.3	4.8	3	-5	4	0.5	-30	2
CC1(C)CC(OC(=O)c2ccccc2)CC(C)(C)N1	20	2.1	-0.3	0	3	2	1.1	-26	21
CC(C)(C)[C@H]1C=C(C(=O)NCc2ccccc2)O[C@@H](OCc2ccc(CO)cc2)C1	4	-1.5	-1.0	-9	-2	0	-0.5	12	2
COc1ccc2oc(-c3cccc(NC(=O)CSc4ccc(Cl)cc4)c3)nc2c1	-9	1.9	2.4	7	49	6	0.2	-11	-3
CCN(Cc1ccccc1)S(=O)(=O)c1ccc2oc(C(=O)O)c(C)c2c1	29	0.2	1.2	3	-11	2	0.4	-18	2
CC#CCN(CC#CC)S(=O)(=O)c1ccc(S(=O)(=O)N2CCOCC2)cc1	-34	0.3	-1.4	-5	11	-3	0.8	16	-2
O=C(Nc1ccc2c(c1)OCCO2)C1CCN(C(=O)c2ccc(Br)cc2)CC1	7	-1.1	1.9	-32	-11	16	0.2	19	-41
COc1ccc(-c2csc(CCN3N=C(C)CC3=O)n2)cc1	13	0.0	0.7	-13	21	-3	-0.2	-7	-13
Cc1ccc(NC(=O)CCC(=O)NNC(=O)c2cccs2)cc1C	-3	-1.1	0.2	-14	32	-3	1.1	4	-27
O=C(Nc1ccc(Cl)c(Cl)c1)Nc1nnc(CC2=CCCCC2)s1	12	1.2	0.0	3	59	4	0.1	-6	12
Cc1cc(/C(O)=C2\C(=O)C(=O)N(CCN(C)C)C2c2ccncc2)ccc1OCc1ccccc1 (stereo not given)	12	3.1	0.2	16	10	11	0.8	13	8
Cc1ccc(CNC(=O)c2ccc([N+](=O)[O-])o2)cc1	-16	-1.2	2.0	-9	-14	4	-0.1	12	19
CC(c1ccco1)N(C(=O)CSc1ccc(Br)cc1)c1ccccn1 (stereo not given)	-3	1.5	0.4	7	66	0	1.1	0	-2
Cc1cc(NC(=O)Nc2cc(Cl)ccc2C)no1	21	-0.1	2.7	16	30	nt	0.6	1	9
CCOC(=O)c1c(NC(=O)CSc2nnc(-c3ccncc3)n2Cc2ccco2)sc(C)c1C	4	1.7	-0.3	-3	26	3	-0.2	7	-29
CCN(CC)CCN1C(=O)C(=O)/C(=C(/O)c2c(C)[nH]c(C(=O)OC)c2C)C1c1cccnc1 (stereo not given)	-7	-0.1	-0.6	-12	3	3	0.5	-5	16
CNC(=S)N/N=C1\CC(c2ccccc2)Oc2ccccc21 (stereo not given)	41	-3.3	-0.1	-9	15	9	-1.4	-6	-10
CN(C)S(=O)(=O)c1cccc(C(=O)Nc2ccc(S(=O)(=O)N3CCCC3)cc2)c1	-21	3.5	0.2	19	25	-4	0.7	-1	9
O=C(COc1ccccc1Br)Nc1ccccc1C(F)(F)F	10	-1.6	0.7	-6	18	1	0.8	-1	0
O=C(CCS(=O)(=O)c1cccs1)N1CCCC1	29	1.1	-0.8	-18	0	-2	0.9	-8	16
O=C(Nc1cccnc1)c1cc(-c2ccc(Br)cc2)on1	1	1.1	1.0	7	57	4	0.5	6	4
CC1(C)NC(C)(C)/C(=C\c2cccs2)C(=O)C1=O	5	1.0	-0.8	-5	-26	-5	0.7	-14	-14
Cc1ccc(NC(=O)c2[nH]cnc2C(=O)NN)cc1	6	-2.0	-0.7	-7	36	1	0.4	1	7
COc1cccc(N2CCN(S(=O)(=O)c3ccc4nc(-c5ccccc5)[nH]c4c3)CC2)c1	-51	1.0	-0.7	3	67	-1	1.1	-8	10
Cc1cc2oc(=O)cc(Cn3nnc(-c4ccc(Cl)cc4)n3)c2cc1C(C)C	34	0.8	0.4	16	53	-1	0.4	-16	3
CCOC(=O)CNC(=O)Cn1cnc2c(nnn2-c2cccc(Cl)c2)c1=O	6	1.0	-0.7	-1	-5	0	0.8	-6	-25
CN(C)S(=O)(=O)c1ccc(N=Cc2c(C(F)(F)F)[nH]n(C)c2=O)cc1	36	1.5	1.6	-3	7	4	0.7	3	13
CC(=C/c1ccccc1)/C=N/NC(=O)c1ccccn1	15	0.7	2.1	5	7	nt	0.6	9	5
N=c1c(S(=O)(=O)c2ccccc2)cc2c(=O)n3ccccc3nc2n1Cc1ccco1	nt	-0.6	1.0	-6	nt	-1	-0.3	-4	2
COc1cccc(C(c2sc3ncnn3c2O)N2CC(C)OC(C)C2)c1 (stereo not given)	0	0.2	-0.9	-2	-19	-4	0.7	0	-8
COc1ccccc1C1=NNC(=NCc2ccccc2)SC1	-16	-1.8	1.7	-7	18	2	-1.0	-18	0
CCN1CCN(Cc2oc(CO)cc(=O)c2O)CC1	2	0.1	1.2	10	47	1	0.5	-2	15
O=C(Nc1nnc(C2=COCCO2)o1)c1ccc(S(=O)(=O)N2CCCCC2)cc1	21	0.2	0.2	8	-1	0	0.0	-2	7

With a hit mark in S1P4 agonist, of those listed so far:
Compound | EP2 modulator | S1P4 agonist | NPY2 pot ag | CHOP inh | NPY-Y1 antag | TRPML3 agonist | S1P4 antagonist | NPY1 pot ag
CC(C)C(=O)NC(=S)Nc1ccccc1C(=O)NC1CCCCC1 | 24 | 58* | -1 | -9 | 4 | 0.7 | -9 | 9

More compounds follow.
SMILES	EP2 modulator	TRPN1 ag	S1P4 agonist	NPY2 pot ag	CHOP inh	NPY-Y1 antag	TRPML3 agonist	S1P4 antagonist	NPY1 pot ag
CCOC(=O)/C(C)=C1\NC(C)(C)Cc2ccccc21	0	2.7	-2.4	-9	-37	6	-0.1	-6	-5
O=C(CSc1nnc(NCc2ccccc2)s1)c1ccco1	-22	-0.3	1.8	1	-22	-2	-0.5	0	-4
Cc1cc(NS(=O)(=O)c2ccc(NC(=O)c3oc4ccccc4c3C)cc2)no1	-20	-0.9	0.5	1	13	5	0.3	22	24
Cc1ccc(NC(=O)CC2S/C(=N/N=C/C=C/c3ccccc3)NC2=O)cc1Cl (stereo not given)	-12	-0.4	-0.2	1	-21	1	0.7	-8	-7
COc1cccc(OCCCOc2ccccc2C(C)C)c1	44	0.8	0.6	-11	71*	11	0.2	4	6
O=C(Cc1ccccc1)NC(NCCc1ccccc1)C(Cl)(Cl)Cl (stereo not given)	17	-0.6	1.8	-17	6	2	-1.0	-2	8
COc1ccc(NC(=O)NCc2ccc3c(c2)OCO3)cc1	4	-1.8	-0.1	4	5	3	0.3	-2	5
NNC(=O)c1ccc(CSc2nc3ccccc3[nH]2)cc1	-12	-1.1	-1.5	-7	4	3	0.6	-2	-2
Cc1ccc2c(C(=O)CNc3nncs3)c(C)[nH]c2c1	-22	0.3	-0.7	12	12	nt	0.8	4	4
CCOC(=O)CC1Sc2ccccc2NC1=O (stereo not given)	-4	0.0	1.5	14	12	-2	0.1	-2	0
CC(=O)c1c(C)[nH]c(C(=O)N2CCc3ccccc3C2)c1C	-5	1.5	-2.0	-9	28	1	1.0	-13	2
COc1ccc(/C=N/NC(=O)CCSc2nc3ccccc3s2)cc1	-8	-1.0	1.7	-6	17	-5	0.9	-10	14
CCCCCCCCC(=O)NNC(=O)c1c(O)c2ccccc2n(CC)c1=O	-9	-1.0	0.1	-10	52	5	0.6	-17	-17
CCC(=O)N1C(=O)C2(Nc3ccccc3N2)c2ccccc21	2	0.7	-0.4	-2	-19	3	1.0	-6	-5
COC(=O)CCN(C(=O)C12CC3CC(CC(C3)C1)C2)c1ccccn1	15	-0.3	2.6	-15	-16	8	-0.5	-11	-43
Cc1ccccc1OCC(=O)N1N=C(c2cccnc2)CC1(O)C(F)(F)F (stereo not given)	-43	0.7	-0.1	5	13	1	0.5	-11	4
O=C(CCCCCC(=O)N(CCO)CCO)N(CCO)CCO	9	0.0	0.9	15	-4	-4	0.9	-12	0
O=S(=O)(c1cccc(F)c1)N1CCc2sccc2C1c1ccc(OC(F)(F)F)cc1 (stereo not given)	38	3.0	-1.3	-6	-6	nt	0.6	-10	-10

Structures from the list above that have a tert-butyl group:
SMILES	EP2 modulator	TRPN1 ag	S1P4 agonist	NPY2 pot ag	CHOP inh	NPY-Y1 antag	TRPML3 agonist	S1P4 antagonist	NPY1 pot ag
CC(C)(C)NC(=O)Cn1c(SCC(=O)NC2CCCCC2)nc2ccccc21	19&-4	-0.5	-3.1	7	-5	2	0.4	-16	-5
CC(C)(C)[C@H]1C=C(C(=O)NCc2ccccc2)O[C@@H](OCc2ccc(CO)cc2)C1	4	-1.5	-1.0	-9	-2	0	-0.5	12	2
